Screening data deposited in PubChem by National Center for Advancing Translational Sciences (NCATS).
Anesthetic bind: binds horse apoferritin like a general anesthetic; 0.074% of 350,000 active; P02791; Potency, µM (series often up to 77.5 µM), for the others: top-dose activity change, negative = displacement, hits mostly inhibitors; apoferritin/1-aminoanthracene competitive binding, fluorescence; also: potency is read from the fitted curve at half-maximal effect; % is scaled to controls: 0 for no effect and ±100 for the full control effect; nearly all actives have a fitted effect of over 20% in size
Target sequence (P02791 2-175 limits assumed): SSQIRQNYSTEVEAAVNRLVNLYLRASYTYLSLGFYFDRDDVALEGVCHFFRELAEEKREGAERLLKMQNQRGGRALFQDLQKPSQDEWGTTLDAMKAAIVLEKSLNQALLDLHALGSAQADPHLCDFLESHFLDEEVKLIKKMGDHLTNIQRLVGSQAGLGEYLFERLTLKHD
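Horse-spleen apoferritin (10 uM) in 50% saturated 1-aminoanthracene in PBS was incubated 10 min at room temperature with compound. Fluorescence (ex 380, em 535 nm) was normalized to free and bound 1-AMA, with concentration-response fitted by a four-parameter Hill equation.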
PGK inhibitor: inhibitors of T. brucei phosphoglycerate kinase. P07378. PGK/GAPDH coupled, Kinase-Glo luminescence, 60 min. Potency, µM (titrated, usually from 57.5 µM), without a hit: at the top dose activity change, negative = inhibition, hits mostly inhibitors. 0.043% of 380,000 active. AID 602233; also: potency is read from the fitted curve at half-maximal effect; % is scaled to controls: 0 for no effect and ±100 for the full control effect; nearly all actives have a fitted effect of over 60% in size
Target sequence (P07378 whole entry, looked up): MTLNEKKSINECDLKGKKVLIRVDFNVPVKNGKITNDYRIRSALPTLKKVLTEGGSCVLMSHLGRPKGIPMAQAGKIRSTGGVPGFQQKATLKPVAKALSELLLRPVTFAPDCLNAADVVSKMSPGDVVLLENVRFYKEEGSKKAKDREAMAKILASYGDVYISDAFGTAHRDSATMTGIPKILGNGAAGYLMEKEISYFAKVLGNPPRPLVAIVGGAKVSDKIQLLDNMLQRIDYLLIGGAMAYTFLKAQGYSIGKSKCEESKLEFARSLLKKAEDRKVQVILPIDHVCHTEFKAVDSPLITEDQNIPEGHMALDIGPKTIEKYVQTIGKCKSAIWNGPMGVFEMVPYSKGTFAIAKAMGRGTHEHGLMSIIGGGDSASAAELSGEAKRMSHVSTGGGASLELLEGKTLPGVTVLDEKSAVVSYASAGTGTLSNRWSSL
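Recombinant glycosomal PGK reaction used 1,3-bisphosphoglycerate generated in-well by GAPDH (100nM final) in 100mM TEA pH 7.6, 5mM MgCl2, 0.01% Tween-20. After 60 minutes at room temperature, ATP was read by Kinase-Glo Plus luminescence end-point.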
POLB inh: inhibitors of human DNA polymerase beta; P06746; Pol beta primer extension/strand displacement, fluorescence kinetic; Potency, µM (highest dose often 114 µM), for inactives: at the top dose activity change, negative = inhibition, most hits filed as inhibitors; 1.3% of 340,000 active; also: potency is read from the fitted curve at half-maximal effect; % is scaled to controls: 0 for no effect and ±100 for the full control effect
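Preincubation: enzyme (10 nM) with compound, 15 min, RT. Reaction: substrate added to 50 nM final. Reads: 0 and 10 min. Analysis: normalized, Hill fit.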
POLK inh: DNA polymerase kappa (human) inhibition. purified Pol kappa, fluorescent DNA synthesis assay, 10 min. 0.53% of 400,000 active. Potency, µM (doses to about 107 µM), inactives show top-dose activity, negative = inhibition, hits mostly inhibitors. AID 588579. Q9UBT6; also: potency is read from the fitted curve at half-maximal effect; % is scaled to controls: 0 for no effect and ±100 for the full control effect
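Pol kappa 10 nM + cpd, 15 min RT; start w/ substrate 50 nM final; fluorescence kinetic read, 0 and 10 min. Neg ctrl: buffer, no enzyme.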
Pol eta inh: blocks human DNA polymerase eta activity. Q9Y253. recombinant Pol eta, fluorescent DNA replication assay. Potency, µM (top dose mostly 114 µM), for the others: at the top dose activity change, negative = inhibition, most hits filed as inhibitors. 1.2% of 390,000 active. AID 588591; also: potency is read from the fitted curve at half-maximal effect; % is scaled to controls: 0 for no effect and ±100 for the full control effect
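Pol eta at 10 nM preincubated with compounds 15 min at room temperature; reaction started with fluorescent substrate (50 nM final) and read kinetically at 0 and 10 min.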
APEX1 inh: APE1 (human) endonuclease inhibition | Potency, µM (series often up to 65.8 µM), for inactives: at the top dose activity change, negative = inhibition, most hits filed as inhibitors | recombinant APE1, TAMRA/BHQ-2 abasic DNA cleavage fluorescence | 0.35% of 350,000 active | AID 2517;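 also: potency is read from the fitted curve at half-maximal effect; plate controls were vehicle for no effect and reference inhibitor for full effect; nearly all actives have a fitted effect of over 55% in size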
Target sequence (P27695 whole entry, looked up): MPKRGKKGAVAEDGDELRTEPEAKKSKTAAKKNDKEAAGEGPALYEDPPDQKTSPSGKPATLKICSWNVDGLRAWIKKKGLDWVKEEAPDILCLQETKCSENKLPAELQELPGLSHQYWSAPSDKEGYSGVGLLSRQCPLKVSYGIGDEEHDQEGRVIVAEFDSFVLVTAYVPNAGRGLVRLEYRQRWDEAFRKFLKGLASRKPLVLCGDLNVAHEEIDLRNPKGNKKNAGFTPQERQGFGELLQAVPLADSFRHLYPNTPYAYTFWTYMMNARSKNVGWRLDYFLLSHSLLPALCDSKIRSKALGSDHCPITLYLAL
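Activity was derived from the fluorescence gain between first and third kinetic reads (60 s intervals, ex 525/em 598 nm) after 50 nM THF-abasic TAMRA/BHQ-2 duplex was added to 0.75 nM APE1 preincubated 15 min with compound.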
Pol iota inh: inhibitors of human DNA polymerase iota. Potency, µM (doses to about 115 µM), inactives show top-dose activity, negative = inhibition, hits mostly inhibitors. 1% of 390,000 active. AID 588590. Q9UNA4. Pol iota fluorescent replication assay, 10 min; also: potency is read from the fitted curve at half-maximal effect
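Fluorescent replication assay read twice, at 0 min and 10 min after adding 50 nM (final) substrate. Enzyme (10 nM) and compounds were first incubated 15 min at room temperature; enzyme-free buffer wells were negative controls.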
BLM helicase inh: inhibitors of human Bloom syndrome helicase BLM; recombinant BLM DNA unwinding, fluorescence dequenching; Potency, µM (highest dose often 56.1 µM), for the others: top-dose activity change, negative = inhibition, actives largely listed as inhibitors; 0.2% of 350,000 active; AID 2528;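 also: potency is read from the fitted curve at half-maximal effect; plate controls were vehicle for no effect and no enzyme for full effect; nearly all actives have a fitted effect of over 35% in size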
RXFP1 antagonist: antagonists of human relaxin receptor RXFP1 | activity change, negative = inhibition, % at 57.5 µM | Q9HBX9 | HEK293-RXFP1, relaxin-stimulated cAMP HTRF, 30 min; active compounds read low | 0.59% of 350,000 active | AID 1259400;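 active = activity change of -60% or lower, but not beyond a set lower limit; inconclusive = change between -60% and -40%, or beyond the set limit; inactive = change above -40%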; also: % is scaled to controls: 0 for no effect and ±100 for the full control effect
* = called active by the depositor; i = inactive; ? = inconclusive; · = not tested or not shown; & = joins results of further samples; [ ] = remark or other dose. Unless noted, calls follow the shape of the dose curve; as a rule, active = well fitted curve in the direction sought with a large enough effect; inconclusive = small, poorly fitted or top-dose-only effect, or another doubt; inactive = no such curve, though single readings can be large; an effect the other way counts as inactive or inconclusive. An excerpt; count on the stated rates, not on these rows.

SMILES	Anesthetic bind	PGK inhibitor	POLB inh	POLK inh	Pol eta inh	APEX1 inh	Pol iota inh	BLM helicase inh	RXFP1 antagonist
O=C(OC1CCN(c2ncc(C(F)(F)F)cc2Cl)CC1)c1ccc(Cl)cc1	-12%	-12%	4%	-3%	-18%	3%	17%	-4%	5
CN(C)N=Nc1ccc(S(=O)(=O)NC(Cc2ccccc2)C(=O)O)cc1 (stereo not drawn)	-3%	-3%	-6%	9%	-3%	27%	1%	-3%	-3
Cc1ccc(CSc2nnc([C@@H](N)C(C)C)o2)cc1	?	i	-20%	0%	-12%	·	-2%	-1%	·
COC(=O)C(Cc1c[nH]c2ccccc12)NC(=O)c1cc(-c2ccc(OC)c(OC)c2)oc1C (stereo not drawn)	-4%	2%	-17%	-26%	?	-11%	?	-3%	-3
Cc1ccc(C(=O)CN2C(=O)C(C)Oc3ccccc32)cc1 (stereo not drawn)	?	-10%	-15%	8%	-12%	0%	21%	-2%	-5
C#CCOCCOCCOCCNc1nc(N2CCN(C(=O)[C@H](CCCCN)n3cc(CCCC)nn3)CC2)nc(N2CCN(C(=O)[C@H](Cc3ccc(O)cc3)n3cc(CCO)nn3)CC2)n1	-16%	2%	-16%	1%	-7%	2%	?	-7%	·
COCCNC(=O)CN1C(=O)COc2ccc(S(=O)(=O)N3CC(C)CC(C)C3)cc21 (stereo not drawn)	-8%	-6%	17%	-14%	-21%	-1%	7%	2%	-12
CC(Sc1nncs1)C(=O)NCc1ccc2c(c1)OCO2 (stereo not drawn)	-13%	·	7%	4%	-14%	2%	8%	1%	-24
O=C(Cc1cccs1)NCc1ccc(Cl)cc1Cl	-21%	0%	20%	-1%	7%	36%	19%	-3%	-21
COc1cccc(-n2c(=O)c3c(C)c(C(=O)N(C)C)sc3n(CC(=O)NCCc3ccc(OC)c(OC)c3)c2=O)c1	-6%&5%	-3%	17%&11%	-16%	-8%&2%	-3%	104%&1%[activator]	-2%&-1%	-6&16
Cc1cc(NC(=O)c2cccc([N+](=O)[O-])c2)n(-c2ccccc2)n1	-10%	-4%	-9%	-2%	-14%	0%	-11%	-4%	-10
COc1ccc(OC)c(NC(=O)CSc2nnc(CNC(=O)c3ccccc3F)o2)c1	-3%	3%	2%	-14%	5%	-22%	11%	-1%	-12
CCOc1ccc(NC(=O)CSc2nc(=O)[nH]c3c2CCC3)cc1	2%	9%	30%	-5%[60.1 µM]	-16%	·	14%	-3%	5
Cc1ccccc1NC(=O)C(NC1CCCCC1)C(C)C (stereo not drawn)	-8%	-6%	-2%	-14%	-16%	7%	71%[activator]	-4%	8
CSCC[C@H](NC(=O)Nc1ccc(OC(F)(F)F)cc1)C(=O)O	-3%	-5%	0%	-12%	-1%	2%	48%[activator]	-2%	2
CCOc1ccccc1N1CCN(C(=O)c2cc(C)oc2C)CC1	-8%	-4%	0%	-10%	-11%	-1%	-7%[58.9 µM]	-2%	25
N=C1C(c2nc3ccccc3[nH]2)=C(O)CN1NC(=O)c1c[nH]c2ccccc12	-2%	9%	12%	-8%	-9%	1%	30%[activator]	-8%	-1
CCCCC(C)n1[nH]c(=O)cc1N (stereo not drawn)	-7%	9%	2%	-12%	-18%	-1%	5%	0%	-18
O=S(=O)(c1ccccc1)N1CCC2(CC1)OCCO2	0%	-4%	42%[activator]	1%	-3%	5%	-4%	-3%	-14
Cc1cccc(NC(=O)c2ccccc2SCc2ccc(F)cc2)n1	·	-5%	·	-1%	-19%	-20%	21%	·	-18
Cc1nn(C)cc1CNC(=O)c1cccc(Cl)c1	-7%	-8%	11%	-10%	-11%	-4%	2%[58.9 µM]	-3%	-7
COc1ccc(NC(=S)N(CCCN2CCCC2)Cc2ccco2)cc1	-7%	-6%	1%	-1%	-11%	-5%	70%[activator]	0%	-17
O=C(NCc1n[nH]c(=S)n1-c1ccc(Cl)c(Cl)c1)c1ccc(S(=O)(=O)N2CCOCC2)cc1	-14%	·	0%	-2%	-21%	-7%	-7%	-3%	5
CN(CC(=O)Nc1ccccc1N1CCOCC1)S(=O)(=O)c1ccc(Cl)cc1	-10%	-1%	-1%	6%	-14%	4%	8%	-11%	-5
CCC(C(=O)N1CCN(Cc2ccc3c(c2)OCO3)CC1)n1c(=O)[nH]c2ccccc2c1=O (stereo not drawn)	-16%	i	9%	6%	-11%	68%[activator]	8%	-1%	-14

3 structures already listed, ordered by molar mass, falling.
SMILES	Anesthetic bind	PGK inhibitor	POLB inh	POLK inh	Pol eta inh	APEX1 inh	Pol iota inh	BLM helicase inh	RXFP1 antagonist
CCC(C(=O)N1CCN(Cc2ccc3c(c2)OCO3)CC1)n1c(=O)[nH]c2ccccc2c1=O (stereo not drawn)	-16%	i	9%	6%	-11%	68%[activator]	8%	-1%	-14
CCOc1ccc(NC(=O)CSc2nc(=O)[nH]c3c2CCC3)cc1	2%	9%	30%	-5%[60.1 µM]	-16%	·	14%	-3%	5
CC(Sc1nncs1)C(=O)NCc1ccc2c(c1)OCO2 (stereo not drawn)	-13%	·	7%	4%	-14%	2%	8%	1%	-24

Continuation.
SMILES	Anesthetic bind	PGK inhibitor	POLB inh	POLK inh	Pol eta inh	APEX1 inh	Pol iota inh	BLM helicase inh	RXFP1 antagonist
CCOC(=O)c1c(C)c(C(=O)NCc2cccs2)c(C)n1CC	-10%	2%	17%	-20%	-16%	-2%	25%	-3%	-18
COc1ccc(-c2nc(CSc3nnc(C)n4c3cc3oc(C)cc34)c(C)o2)cc1OC	-10%	-4%	-9%	-11%	-19%	·	18%	3%	-12
Cc1ccccc1OC1=NS(=O)(=O)c2ccccc21	-9%	i	-28%	-9%	-5%	0%	60%[activator]	-5%	-22
Cc1ccc(Sc2nc3c(c(=O)[nH]c(=O)n3C)n2CCc2ccccc2)cc1	-1%	-4%	-9%	6%	-17%	-1%	37%[activator]	-4%	·
COC(=O)c1ccc(COC(=O)c2cccnc2Cl)cc1	1%	3%	32%	-19%	-18%	-1%	71%[activator]	-3%	-6
Cc1ccc(N2C(=O)CSC23C(=O)N(CC(=O)NC2CCCCC2)c2ccccc23)cc1C (stereo not drawn)	-17%	-12%	-2%	1%	-14%	·	?	0%	·
COc1ccc(N(CC(=O)NCc2cccnc2)S(=O)(=O)c2ccccc2)c(OC)c1	·	1%	·	4%	-17%	·	27%	·	·
O=C(Nc1cccc(OC(=O)c2ccc(Br)o2)c1)c1ccccc1	-20%	-3%	-12%	1%	0%	4%	10%	-6%	-2
S=c1[nH]nc(C2CCCCC2)n1/N=C/c1ccccc1Cl	3%	i	-8%	-5%	-27%	0%	123%[activator]	-9%	-37
Cc1ccccc1Nc1ncc(C#N)c(N)n1	1%	9%	19%	-3%	-10%	10%	15%	0%	2
c1nc(N2CCCCC2)c2[nH]cnc2n1	-13%	4%	9%	-5%	-10%	-5%	-6%	0%	·
CC1CCN(c2nc3ccc(C(=O)NCc4ccccc4)cc3s2)CC1	-16%	3%	24%	-1%	-1%	·	6%	-1%	·
O=C(c1ccc2ncsc2c1)N1CCN(c2ccc(O)cc2)CC1	-13%	-2%	14%	-12%	-14%	-11%	-16%	-1%	4
COc1ccc(OC)c(C2NC(=O)NC(C)=C2C(=O)Nc2ccc(C)cc2C)c1 (stereo not drawn)	-13%	-7%	-17%	-4%	7%	18%	13%	-8%	4
O=C(NCCOc1ccc(Cl)cc1)c1cccc(S(=O)(=O)N2CCCC2)c1	·	0%	·	-5%	-5%	-8%	-26%	·	-9
COc1ccc(Cn2ccnc2SCC(=O)NCc2ccco2)cc1	-8%	-5%	-14%	-5%[60.1 µM]	-10%	·	9%	-2%	8
CNC(=O)C(=O)NCCc1ccc(Cl)cc1	-16%	-2%	26%	5%	-23%	?	23%	-3%	-8
CN(C)c1ccc(C(CNC(=O)COc2ccccc2)N2CCOCC2)cc1 (stereo not drawn)	37%[activator]	-10%	-2%	-5%[60.1 µM]	-9%	·	34%[activator]	-1%	-12
CCNC(=O)CC1C(=O)N(c2ccccc2)C(=O)N1CCc1ccc(OC)c(OC)c1 (stereo not drawn)	7%	-2%	1%	23%	-13%	3%	-2%	1%	4
CC(C)C(NC(=O)C12CC3CC(CC(C3)C1)C2)C(=O)N/N=C/C1=C(N2CCOCC2)C(=C\c2ccc([N+](=O)[O-])cc2)/CC1 (stereo not drawn)	6%	-8%	-29%	-11%[60.1 µM]	-6%	-1%	10%	-14%	-4
COc1ccc(-n2ncc3c2CC(C)(C)CC3NC(=O)c2cnc(C)cn2)cc1 (stereo not drawn)	-6%	-6%	33%	3%	-3%	60%[activator]	30%[activator]	-3%	-12
Cc1cc2c(c(C)c1CCO)C(=O)[C@H](C)C2	·	-2%	·	-11%	-9%	14%	-29%	·	·
CCOC(=O)c1ccc(NC(=O)C2(N3C(=O)c4ccccc4C3=O)CCCC2)cc1	·	-8%	·	-11%	-28%	·	75%[activator]	·	-17
CC(C)CC(NC(=O)OC(C)(C)C)c1cn([C@@H](CCC(=O)OC(C)(C)C)C(=O)N2CCN(C(=O)OC(C)(C)C)CC2)nn1 (stereo partly drawn)	-10%	4%	31%	-20%	-15%	?	6%	1%	·
Cc1c(Cl)ccc2c1NC(=O)C21NC(CCC(N)=O)[C@H]2C(=O)N(c3ccc(Cl)cc3)C(=O)[C@H]21 (stereo partly drawn)	-15%	-8%	4%	-14%	3%	-5%	4%	0%	3
O=C(c1ccccc1)N1N=C(c2ccccc2)CC1c1ccccc1 (stereo not drawn)	-8%	1%	49%	-20%	-9%	-19%	9%	-12%	-13
CS(=O)(=O)N1CCN(c2ccc(NC(=O)c3ccc([N+](=O)[O-])o3)cc2)CC1	-8%	-13%	?	1%	-21%	?	-13%	-4%	0
COc1ccc(CNC(=O)CN(Cc2ccccc2)C(=O)CCC(=O)Nc2nccs2)cc1	-5%	-3%	6%	-18%	-17%	-7%[12.4 µM]	151%[activator]	0%	3
Cc1ccc(S(=O)(=O)NN2C(=O)c3ccccc3NC2c2ccco2)cc1 (stereo not drawn)	5%	-6%	10%	0%	10%	?	31%[activator]	-9%	14
O=C(CSc1n[nH]c(-c2ccccc2Cl)n1)N1CCN(c2ccccc2)CC1	-22%	i	-8%	-3%[60.1 µM]	-13%	·	8%	-3%	-19
